# N370S GC mod: inhibitors or activators of N370S glucocerebrosidase for Gaucher disease. actives 0.092% (n = 330,000). P04062. Potency, µM (doses to about 59.4 µM), for the others: at the highest dose activity change, negative = inhibition, hits mostly inhibitors. N370S GC spleen homogenate, 4MU-glucoside fluorescence;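 note: 0% = full enzyme activity and -100% = no enzyme basal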
# FEN1 inh: inhibitors of human flap endonuclease 1; actives 0.35% (n = 390,000); Potency, µM (top dose mostly 114 µM), for inactives: top-dose activity change, negative = inhibition, usual class: inhibitors; Recombinant FEN1 flap cleavage, fluorescence, 15 min; note: nearly all actives have a fitted effect of over 65% in size
# Target sequence (P39748 whole entry, looked up): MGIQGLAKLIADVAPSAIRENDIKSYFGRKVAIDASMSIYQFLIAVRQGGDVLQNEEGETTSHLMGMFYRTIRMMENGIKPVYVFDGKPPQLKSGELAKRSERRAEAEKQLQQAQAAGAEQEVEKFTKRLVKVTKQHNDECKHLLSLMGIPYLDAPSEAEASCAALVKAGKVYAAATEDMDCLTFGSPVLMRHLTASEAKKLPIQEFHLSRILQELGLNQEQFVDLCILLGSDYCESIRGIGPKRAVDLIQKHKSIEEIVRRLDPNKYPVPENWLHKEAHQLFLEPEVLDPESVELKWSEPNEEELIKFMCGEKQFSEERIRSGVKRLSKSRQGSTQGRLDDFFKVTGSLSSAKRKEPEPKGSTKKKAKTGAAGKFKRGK
#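 Recombinant FEN1 (10 nM) was preincubated with pin-transferred compounds for 15 min at room temperature, then flap DNA substrate (50 nM final) was added. Plates were read at 0 and 15 min, and normalized concentration–response data were fitted to a four-parameter Hill equation.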
# DT40 TDP1 CPT: growth inhibition of DT40 Tdp1-/-;hTDP1 cells with camptothecin (screen for TDP1 inhibitors); chicken DT40 Tdp1-/-;hTDP1 cells + 20 nM CPT, ATP luminescence, 48 h; Potency, µM (highest dose often 46.2 µM), for the others: top-dose activity change, negative = growth inhibition, actives largely listed as inhibitors; actives 12% (n = 420,000); AID 686979; note: nearly all actives have a fitted effect of over 55% in size
#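 Chicken DT40 Tdp1-/- cells stably complemented with human TDP1 were seeded at 400 cells/well in medium containing 20 nM camptothecin, exposed to pin-transferred compounds, and grown at 37 °C for at least 48 hr. Viability was read as ATP luminescence.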
# Numbers without * were called inactive; ? = inconclusive; / = not tested or not shown; & = joins results of further samples; [ ] = dose if it differs, or a comment. Calls come from the whole dose curve; as a rule, active = well fitted curve in the direction sought with a large enough effect; inconclusive = small, poorly fitted or top-dose-only effect, or another doubt; inactive = no such curve, though single readings can be large; an effect the other way counts as inactive or inconclusive. Unless noted, % is set by controls: 0 for no effect and ±100 for the full control effect; potency is the fitted concentration of half-maximal effect.
SMILES,N370S GC mod,FEN1 inh,DT40 TDP1 CPT
Cc1ccc(Cl)c(NC(=O)Nc2csc3c2CCCC3)c1,/,6%,?
Oc1nc(-c2ccc(Br)cc2)n2ccncc12,?,14%,-11%
CSc1ncccc1C(=O)Nc1cccc(S(=O)(=O)N(C)c2ccccc2)c1,/,-2%,18µM*
O=C(NC1CCCc2ccccc21)c1ccc(Cl)nc1 (stereo unspecified),-3%,-3%,-26%
O=[N+]([O-])c1cccc(NC(=S)N2CCc3ccccc32)c1,-1%,-17%,-6%
CCN1CCN(C(=O)C(Cc2ccccc2)NC(=O)c2ccc(Cl)c(S(=O)(=O)N(C)C)c2)CC1 (stereo unspecified),/,-13%,?
CCc1n[nH]c2c1/C(=N\O)CC(c1ccccc1)C2 (stereo unspecified),-13%,-2%,?
O=C(O)CCC(=O)NCC1OCCc2ccccc21 (stereo unspecified),9%,-17%,15%
Cc1cc(C)n2nc(SC(C)C(=O)N(C)c3ccccc3)nc2n1 (stereo unspecified),/,9%,-29%
CC1CC2(CC(C)(C(=O)CSc3nc4ccccc4s3)OC2=O)C(=O)O1 (stereo unspecified),-18%,-17%,-9%
CCC1(c2ccc(F)cc2)NC(=O)N(CC(=O)Nc2cc(S(=O)(=O)N(C)C)ccc2Cl)C1=O (stereo unspecified),-6%,-5%,?
CS(=O)(=O)N(CC(=O)O)c1cccc(Cl)c1,-6%,3%,-8%
Clc1cccc(Oc2ncc(CN3CCOCC3)s2)c1,-1%,-16%,-4%
O=C(COc1ccccc1F)Nc1ccc2oc(-c3cccc(Cl)c3)nc2c1,/,-3%,-12%
O=C(Nc1ccc([N+](=O)[O-])cc1)Nc1ccc(Cl)cc1F,-2%,-15%,2.6µM*
Fc1ccc(C2=Nn3c(nnc3-c3n[nH]c4c3CCC4)SC2)cc1,14%,6%,?
Nc1nonc1-n1nnc(C(=O)N/N=C/c2ccc(Br)cc2)c1-c1ccc2c(c1)OCO2,8%,18%,?
CCCCc1c(C)nn(-c2nnc3c4ccccc4n(CC)c3n2)c1C,4%,10%,?
Cc1ccc([N+](=O)[O-])cc1-c1[nH]c(-c2ccc(O)c(O)c2)nc1-c1ccccc1,?,-24%,16µM*
CC(C)(C)c1ccc(S(=O)(=O)N2CCNC(=O)C2)cc1,/,-5%,-21%
N#Cc1ccc(CN2CC[C@@]3(CCCN(C(=O)c4cccc(F)c4)C3)C2)cc1,2%,/,-1%
CC(=O)c1ccc(S(=O)(=O)N2CCN(C(C)=O)CC2)cc1,-11%,0%,3%
COc1cccc(-c2cncnc2NCCc2c[nH]c3ccc(OC)cc23)c1,1%,/,23µM*
Fc1ccc(N2CCN(Cc3cnc(Oc4ccc(Br)cc4)s3)CC2)cc1,-8%,-17%,-29%
Cc1ccc(N(Cc2cc3ccc(C)cc3[nH]c2=O)S(=O)(=O)c2ccccc2)cc1,?,-9%,4%
Cc1ccccc1CNC(=O)CCS(=O)(=O)c1cc2c3c(c1)CCN3C(=O)CC2,/,14%,-1%
COc1ccccc1CNC(=O)C(=O)c1cn(CC(=O)N2CCCC2)c2ccccc12,-9%,-13%,?
Cc1cc(C(=O)NCC(c2ccco2)N2CCCC2)c2ccccc2n1 (stereo unspecified),/,20%,-17%
Cc1cc(C)c(S(=O)(=O)N(C)CC(N)=O)c(C)c1,11%,0%,?
CC(=O)Nc1cc(C(=O)NCc2ccco2)ccc1Sc1ccc(F)cc1,14%,9%,-22%
CC1CCC2(CC1)NC(=O)N(CC(=O)Nc1ccc3c(c1)CCC3)C2=O (stereo unspecified),4%,13%,?
Cc1cc(=O)c2cccc(Br)c2[nH]1,-6%,-3%,-22%
COc1ccccc1Cn1c(=S)[nH]c2cc(C(=O)NC(C)C)ccc2c1=O,-6%,-1%,7%
O=C(Nc1ccc(Br)cc1)c1cc2ccccn2n1,12%,-8%,4%
O=[N+]([O-])c1cccc(-c2ncc3ccccn23)c1,5%,-13%,6%
O=C(C1CCN(Cc2nc(-c3ccc(Cl)cc3)no2)CC1)N1CCOCC1,-15%,-8%,-23%
CCCCCN(C(=O)CCC(=O)OCC(=O)N(C)c1ccccc1)c1c(N)n(CCCC)c(=O)[nH]c1=O,3%,5%,-12%
Cn1c(=O)c(Oc2ccc(Cl)cc2)c(O)c2ccccc21,-2%,?,-29%
CCCCNC(=O)NCc1cnn(C)c1C,2%,-2%,16%
Cc1ccc(Nc2cc(-n3cccn3)ncn2)c(C)c1,5%,11%,?
CCCCC1CC(/C(C)=N/NC(N)=O)OC1=O (stereo unspecified),4%,-8%,-6%
CC1(C)CC2C1CCC1(C)OC2(C)CCC1O (stereo unspecified),11%,/,2%
CC(C)C(NS(=O)(=O)c1ccc2c3c(cccc13)C(=O)N2)C(=O)O (stereo unspecified),-1%,-4%,0%
CCCCc1cc(=O)oc2cc(C)cc(OCC(=O)NCc3cccnc3)c12,2%,7%,?
CCOC(=O)C(Cc1ccnc2ccccc12)=NO,/,1%,?
OC1CSc2nc3ccccc3n2C1 (stereo unspecified),-4%,-7%,8%
CC(=O)Nc1cccc(C(=O)/C=C/c2ccc(N(C)C)cc2)c1,-11%,?,3%
O=C(Cn1cnc2c(nnn2Cc2ccccc2)c1=O)NCc1ccccc1Cl,16%,-1%,-15%
c1cncc(CNc2cccc(-c3nc4ccccc4[nH]3)c2)c1,-12%,-13%,?
COC(=O)c1c(-c2ccc(OC)cc2)oc2ccc(-c3ccc(OC)nc3)cc12,15%,-13%,-29%

# Some of these compounds in order of count of non-hydrogen atoms, descending.
SMILES,N370S GC mod,FEN1 inh,DT40 TDP1 CPT
O=C(Cn1cnc2c(nnn2Cc2ccccc2)c1=O)NCc1ccccc1Cl,16%,-1%,-15%
CCCCc1cc(=O)oc2cc(C)cc(OCC(=O)NCc3cccnc3)c12,2%,7%,?
CC(C)C(NS(=O)(=O)c1ccc2c3c(cccc13)C(=O)N2)C(=O)O (stereo unspecified),-1%,-4%,0%
CC(=O)Nc1cccc(C(=O)/C=C/c2ccc(N(C)C)cc2)c1,-11%,?,3%
CCOC(=O)C(Cc1ccnc2ccccc12)=NO,/,1%,?
OC1CSc2nc3ccccc3n2C1 (stereo unspecified),-4%,-7%,8%

# New compounds follow.
SMILES,N370S GC mod,FEN1 inh,DT40 TDP1 CPT
Cc1ccccc1-n1c(SCC(=O)N2CCCCC2)nc(O)cc1=O,-1%,8%,3%
CCOc1ccc(N2C(=O)C(C)CNC2=S)cc1 (stereo unspecified),/,1%,4%
CN(Cc1ccccc1)C(=O)C1CCCN1S(=O)(=O)c1ccc(Cl)cc1 (stereo unspecified),/,5%,?
O=C(Nc1nnc(S(=O)(=O)N2CCOCC2)s1)c1ccccc1Cl,-11%,-1%&19%,-9%&-2%
CC1(C)Nc2ccccc2N(CCC(=O)N2CCOCC2)C1=O,5%,-8%,4%
CN1CC(=O)N(CC(=O)Nc2cccc3ccccc23)C1=O,/,-4%,-6%
CCN(CC)S(=O)(=O)c1ccc(NC(=S)NC(=O)CC(C)C)cc1,0%,-4%,?
Cc1cc(OCC(=O)N2CCN(c3ccccc3)CC2)c2c(C)c(C)c(=O)oc2c1,4%,10%,-9%
Cc1ccc(-c2cn3c(n2)sc2cc(C(=O)NC4CCCCC4)ccc23)cc1,/,-2%,4.1µM*
COc1ccc(NC(=S)N2CCN(c3ccccn3)CC2)cc1OC,7%,-3%,-16%
COc1ccc(S(=O)(=O)NC2CCCCCC2)c(OC)c1,-7%,0%,-24%
O=C(OCc1ccccc1Cl)c1cccnc1Cl,3%,1%,-12%
O=C(NCCCN1CCOCC1)c1ccc(Cl)cc1[N+](=O)[O-],-5%,11%,-1%
COc1ccc(NS(=O)(=O)c2cccc(NC(=O)COc3ccc(OC)cc3)c2)cc1,-7%,-16%,?
Cc1snc(SCc2ccc(Cl)cc2)c1C#N,-10%,?,3%
CCN(CCCNC(=O)c1cc2c(=O)[nH]c3ccc(C)cc3c2s1)c1ccc(C)cc1,/,-17%,?
CC(=O)Nc1ccc(Oc2ccc([N+](=O)[O-])cc2Cl)cc1,-2%,2%,10µM*
CCOC(=O)c1cn(Cc2cccc(C)c2)nn1,-2%,-5%,19%
O=C(Nc1ccc(Cl)c(Cl)c1)N1CCOCC1,-1%,-1%,2%
COC(=O)c1ccc(C(=O)OC)c(NC(=O)CSCc2ccc(Br)cc2)c1,11%,-4%,?

# The last 2 entries of the part before are carried over, then new ones follow.
SMILES,N370S GC mod,FEN1 inh,DT40 TDP1 CPT
O=C(Nc1ccc(Cl)c(Cl)c1)N1CCOCC1,-1%,-1%,2%
COC(=O)c1ccc(C(=O)OC)c(NC(=O)CSCc2ccc(Br)cc2)c1,11%,-4%,?
CC(C)CC(C(=O)NCC1CCCO1)N(C(=O)Cn1nnc(-c2ccc(F)cc2)n1)c1cccc(C(F)(F)F)c1 (stereo unspecified),19%,-10%,?
COc1ccc(-c2cc3c(=O)n(CC(=O)Nc4ccc(Cl)cc4)nc(C)n3n2)cc1,3%,2%,-22%
CCNC(=S)NNC(=O)C1CCN(Cc2ccccc2)CC1,3%,9%,0%
Cc1ccc(C)c2nc3sc(C(=O)N4CCOCC4)c(N)c3cc12,-5%,-15%,?
O=Cc1cccn1-c1c(C(=O)O)cnn1-c1ccccc1,4%,17%,8%
Cc1ccc(SCC(=O)Nc2cccc(-c3nc4cc(Cl)ccc4o3)c2C)cc1,/,-1%,?
O=C(COC(=O)Cn1cnc2ccccc2c1=O)Nc1ccc(Cl)c(C(F)(F)F)c1,3%,-11%,-21%
CC(C)C(=O)Nc1cccc(C(=O)Nc2nnc(C(C)C)s2)c1,13%,-3%,-14%
Cc1ccc(C(=O)OCC(=O)c2ccc[nH]2)s1,3%,0%,-13%
O=C(Nc1ccc(Cl)cn1)c1cccnc1,23%,7%,?
O=C(c1cccs1)N1CCN(Cc2cccnc2)CC1,0%,6%,-7%
CCOc1ccc(C(=O)N[C@H](C(=O)O)C(C)C)cc1,1%,-1%,1%
CCOC(=O)N1CCN(C(=O)CSCc2ccc(Br)cc2)CC1,3%,20%,-23%
CN(C)CCCN(C(=O)c1ccc(C(=O)c2ccccc2)cc1)c1nc2c(F)cccc2s1,?,-25%,-28%
CN(C)CCNS(=O)(=O)c1ccc(N2CCN(c3ccc(F)cc3)CC2)c([N+](=O)[O-])c1,-15%,-9%,13µM*
O=C(NCC(c1ccco1)N1CCN(c2ccc(F)cc2)CC1)C(=O)NC1CCCC1 (stereo unspecified),-5%,-9%,?
Cc1ccc(CNC(=O)Cn2ccc3cc(S(=O)(=O)N4CCCC4)ccc32)o1,0%,-10%,7%
COc1ccc(-n2c(SCC(=O)NCc3ccccc3)nc3c([nH]c4ccccc43)c2=O)cc1,/,23%,18µM*
CN(C)S(=O)(=O)c1cc(C(=O)O)c(NC2CCCCC2)cc1Cl,6%[12.8 µM],-11%,1%
COc1ccccc1C(=O)Nc1ccnn1C1CCN(Cc2cnn(C)c2)CC1,-1%,-4%,7%
O=C(NCc1ccc(C(F)(F)F)cc1)c1ccc2c(c1)S(=O)(=O)c1ccccc1C2=O,/,-16%,-1%
COc1ccc(N(C(C)C(=O)NN=C2CCCC2)S(C)(=O)=O)cc1 (stereo unspecified),3%,1%,8%
Cc1ccc(NC(=O)c2cn(-c3cccc(C)n3)cn2)cc1,2%,-5%,-16%
COc1ccccc1CNC(=O)CCCn1nc(C)c2sc3ccccc3c2c1=O,/,-6%,-18%
O=C(c1ccc2c(c1)N(Cc1ccc(F)cc1)C(=O)c1ccccc1S2(=O)=O)N1CCN(c2ccccn2)CC1,-10%,10%&10%,15µM*
Cc1nc2[nH]c(=S)[nH]c(=O)c2nc1C,/,0%,2%
O=C(COC(=O)c1cccc(Br)c1)NC(=O)NC1CCCC1,-3%,-11%,?
C=CCNc1ncnc2c1[nH]c1ccc(C)cc12,0%,?,29µM*
O=C(Nc1ccc(C(=O)OCc2cc(=O)n3nc(C4CC4)sc3n2)cc1)c1ccc(F)cc1,/,-1%,-12%
CCCCN(CC)c1nc(N)c(C#N)c(CC#N)c1C#N,24%,-13%,-28%
CC(C)(C)C(=O)NCCc1csc2nc(-c3ccc(F)cc3)nn12,/,14%,?
COc1cc(CNCc2ccccc2C(F)(F)F)cc(OC)c1,-11%,0%,?
C[n+]1c(/C=C/c2ccnc3ccccc23)cc(/C=C/c2ccnc3ccccc23)c2ccccc21,/,10µM*,5µM*
COc1ccc(-n2c(COc3ccccc3)nnc2SCC(N)=O)cc1,2%,5%,-14%
Cn1c(SCC(=O)c2cc(Cl)c(Cl)s2)nnc1-c1ccco1,4%,-21%,5%
O=C(N/C(=C\c1cccc(Br)c1)C(=O)N1CCCCC1)c1ccco1,-5%,-15%,-25%
Cc1ccc(S(=O)(=O)Cn2nnnc2CN2CCCC3(CCCCC3)C2)cc1,21%,13%,?

# Screens: PubChem, National Center for Advancing Translational Sciences (NCATS)

# Some of the compounds tested; count on the stated rates, not on these rows.
